# High-throughput results as filed in PubChem BioAssay.
# ARNT TACC3 PPI = disrupts binding between human ARNT and TACC3. AlphaScreen His-ARNT PAS-B/GST-TACC3 binding, luminescence; TACC3 fragment carries E629A point mutation. 0.66% of 390,000 active. Q9Y6A5. inhibition, % at 9.99 µM;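 active means mean inhibition of replicates at least 50% and at least half of replicates each reaching 50%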;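 further: 0% = complete ARNT plus TACC3 wells and 100% = ARNT alone without TACC3; many hits fall short of the cut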
# esBAF inh = blocks esBAF chromatin remodeling in mouse ES cells | Bmi1-luciferase knock-in reporter, 24 h; 100% = twice the neutral-well signal | reporter increase, % at 12.5 µM | 2% of 350,000 active; in the data active means activation above about 40%;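 further: 0% = median of the plate's neutral control wells and 100% = double that signal; a rise in the Bmi1 reporter signal indicates esBAF inhibition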
# miR122 inh = inhibitors of miR-122 in Huh7 cells | Huh7 miR-122 Renilla luciferase sensor, 48 h; neutral wells = 0, positive control = 100 | activation (reporter increase), % at 12.5 µM | 0.3% of 340,000 active;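 active means mean replicate activation score at least 90 and every replicate individually at or above 90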;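 further: higher luciferase means less miR-122 activity so hits act as miR-122 inhibitors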
# Cneo AK release = causes C. neoformans cell lysis; adenylate kinase release luminescence, 4 h; normalised: neutral wells 0, clomiphene wells 100; lysis activity, % at 15 µM; 0.2% of 360,000 active; AID 651654;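 active means mean lysis activity across replicates of at least 80%, whatever share of replicates individually reach that level; inactive means mean lysis activity below 80%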
#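 Material – log-phase Cryptococcus neoformans yeast cells · Input – 5 × 10^6 yeast cells/mL · Medium – fresh YPD growth medium · Doses – single compound concentration per well · Timing – static 4 h at 37 °C with compound, 1 h detection · Detection – adenylate kinase release luminescence · Read-out – signal increase indicating cell lysis · Control set – Clomiphene as positive lysis control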
# C2C12 statin = suppression of simvastatin myotoxicity; C2C12 myotubes + simvastatin, ATP luminescence, 48 h; scaled: DMSO 0, geranylgeraniol control 100; rescue of ATP level, % at 7.49 µM; 0.78% of 330,000 active;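 active means mean ATP rescue above about 67%, or every replicate alone reaching that limit, limit read from the data, passing the limit was not always enough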;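 further: myotubes were challenged with 10 µM simvastatin during compound exposure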
# ERp5 block = blocks human ERp5 reductase activity on insulin | AID 651711 | 0.05% of 350,000 active | inhibition, % at 9.99 µM | ERp5 insulin aggregation, absorbance 650 nm, 90 min;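 active means mean replicate inhibition above about 25%, with every replicate also reaching it, limit read from the data, passing the limit was not always enough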
# Target sequence (Q15084 whole entry, looked up): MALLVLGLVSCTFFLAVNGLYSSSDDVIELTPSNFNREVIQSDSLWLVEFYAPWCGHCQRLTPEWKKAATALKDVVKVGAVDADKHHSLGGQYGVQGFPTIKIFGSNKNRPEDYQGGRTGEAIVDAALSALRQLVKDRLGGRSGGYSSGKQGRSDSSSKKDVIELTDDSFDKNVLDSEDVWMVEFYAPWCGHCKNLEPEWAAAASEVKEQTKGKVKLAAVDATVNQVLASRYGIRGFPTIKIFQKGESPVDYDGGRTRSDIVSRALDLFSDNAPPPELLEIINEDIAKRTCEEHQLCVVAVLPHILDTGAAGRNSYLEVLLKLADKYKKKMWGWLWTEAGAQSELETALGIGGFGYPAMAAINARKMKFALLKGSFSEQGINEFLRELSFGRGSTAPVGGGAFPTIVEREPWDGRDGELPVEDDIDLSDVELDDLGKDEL
# SIRT5 block = blocks human SIRT5 desuccinylation of peptide | Purified SirT5, succinyl-peptide AMC, trypsin-coupled fluorescence | inhibition, % at 15 µM | 1.1% of 330,000 active | AID 652115; in the data active means inhibition above about 15%
# Target sequence (Q9NXA8 whole entry, looked up): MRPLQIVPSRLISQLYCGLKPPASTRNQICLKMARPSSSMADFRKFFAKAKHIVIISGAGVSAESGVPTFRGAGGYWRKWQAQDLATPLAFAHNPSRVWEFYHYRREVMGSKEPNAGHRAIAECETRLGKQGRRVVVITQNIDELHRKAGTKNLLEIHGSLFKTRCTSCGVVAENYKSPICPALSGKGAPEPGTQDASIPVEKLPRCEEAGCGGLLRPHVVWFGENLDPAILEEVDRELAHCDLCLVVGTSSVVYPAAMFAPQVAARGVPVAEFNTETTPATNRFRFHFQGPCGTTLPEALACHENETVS
# Numbers without * were called inactive; . = not tested or not shown; & = joins results of further samples; [ ] = remark or other dose. This is a random part of the collection; 4% or so of the library scored in one or more.
# Each structure is followed by: ARNT TACC3 PPI, esBAF inh, miR122 inh, Cneo AK release, C2C12 statin, ERp5 block, SIRT5 block
COc1ccc(-c2nc(-c3ccc(Br)cc3)no2)c(OC)c1
  0, -8, 7, -13, -57, ., .
O=C(COC(=O)C1CC(=O)N(Cc2ccccc2)C1)Nc1cccc([N+](=O)[O-])c1 (stereo unspecified)
  -2, -7, -1, 3, -7, 1, -7
COc1ccc(-n2c(Cc3cccn3C)nnc2SCC(=O)N2CCOCC2)cc1
  ., 16, 7, 5, -4, 3, .
CC1=C(C)CC2C(=O)N(Cc3ccccc3)C(=O)C2C1 (stereo unspecified)
  -6, -1, -2, 4, -1, ., .
CSc1ncccc1C(=O)OCn1nnc2ccccc2c1=O
  7, ., -6, 0, ., ., .
CS(=O)(=O)N(CC(=O)N1CCc2ccccc2C1)Cc1ccc(F)cc1
  -3, -3, 1, 2, -8, 0, -3
COc1ccc(C(=O)NCCCc2nc3ccccc3n2Cc2cc(C)ccc2C)cc1OC
  -6, 12, 0, 0, 8, 2, -2
O=C(Nc1ccc2c(c1)OCO2)c1ccc(Cl)c(S(=O)(=O)N2CCOCC2)c1
  22, 9, 1, -1, 1, 3, 0
COc1ccc(S(=O)(=O)Nc2ccc3c(c2)C(=O)N([C@@H](C)CO)C[C@H](C)[C@@H](CN(C)C(=O)Nc2ccc(F)cc2)OCCCC[C@H](C)O3)cc1
  -5, -4, -1[16.7 µM], 4, 6, -5, 16*
Cc1noc(C)c1S(=O)(=O)Nc1ccc2c(c1)C(=O)N([C@H](C)CO)C[C@H](C)[C@@H](CN(C)C(=O)Nc1cccc3ccccc13)OCCCC[C@@H](C)O2
  -8, -3, -6[16.7 µM], 55, ., -1, 7
CC1CCc2nc(NC(=O)c3ccco3)sc2C1 (stereo unspecified)
  -4, ., 13, -8, ., ., .
COc1ccc(OCc2cn(CC(=O)c3ccc(O)cc3)nn2)cc1
  1, 0, 6, 3, -2, 7, 2
O=C(N/C(=C/C=C/c1ccccc1)C(=O)N1CCOCC1)c1ccccc1Cl
  35, ., ., ., ., 0, -2
NC(=O)CCn1c(C(=O)c2cccc([N+](=O)[O-])c2)c2ccccc2[n+]1[O-]
  -5, 4, 3, 13, -4, 0, .
COC(=O)c1cn(NC(=O)CC2CCCCC2)c(=O)c2ccccc12
  -6, ., 2, 0, ., ., .
O=C(CSc1nnc(-c2ccncc2)o1)Oc1ccccc1
  -5, -1, ., -1, 1, ., .
COCc1n[nH]c(=S)n1-c1ccccc1
  1, -1, 0, -2, 8, ., .
CCCn1c(=O)c(C(=O)Nc2cc(C)ccn2)c(O)c2ccccc21
  -1, 26, 15, 1, 3, 1, 1
Cc1occc1-c1nnc(SCC(=O)NC(C)(C)C)n1C(C)c1ccccc1 (stereo unspecified)
  -1, ., -12, 1, ., ., .
C[C@@H]1CN([C@H](C)CO)C(=O)c2cccc(NC(=O)C3CCOCC3)c2O[C@@H]1CN(C)C(=O)Nc1ccc2c(c1)OCO2
  -4, 0, 10[16.7 µM], 18, 8, 1, -2

# Quoted at random: 5 compounds from above.
# Each structure is followed by: ARNT TACC3 PPI, esBAF inh, miR122 inh, Cneo AK release, C2C12 statin, ERp5 block, SIRT5 block
O=C(Nc1ccc2c(c1)OCO2)c1ccc(Cl)c(S(=O)(=O)N2CCOCC2)c1
  22, 9, 1, -1, 1, 3, 0
Cc1occc1-c1nnc(SCC(=O)NC(C)(C)C)n1C(C)c1ccccc1 (stereo unspecified)
  -1, ., -12, 1, ., ., .
COc1ccc(C(=O)NCCCc2nc3ccccc3n2Cc2cc(C)ccc2C)cc1OC
  -6, 12, 0, 0, 8, 2, -2
Cc1noc(C)c1S(=O)(=O)Nc1ccc2c(c1)C(=O)N([C@H](C)CO)C[C@H](C)[C@@H](CN(C)C(=O)Nc1cccc3ccccc13)OCCCC[C@@H](C)O2
  -8, -3, -6[16.7 µM], 55, ., -1, 7
COc1ccc(-c2nc(-c3ccc(Br)cc3)no2)c(OC)c1
  0, -8, 7, -13, -57, ., .

# Next entries:
# Each structure is followed by: ARNT TACC3 PPI, esBAF inh, miR122 inh, Cneo AK release, C2C12 statin, ERp5 block, SIRT5 block
CCCc1cc(C(=O)Nc2cccc3ccccc23)n(C)n1
  -1, ., 5, 0, ., 0, 0
O=C(CN1C(=O)S/C(=C\c2ccccc2F)C1=O)NC1CCS(=O)(=O)C1 (stereo unspecified)
  -3, 1, 0, 1, -5, ., -6
Cc1ccc(S(=O)(=O)N2CCC(C(=O)NCCCn3ccnc3)CC2)cc1
  -5, 0, 6, -1, 2, 3, 2
Cc1cc(Cl)ccc1C(O)c1ncc(-c2cccc(F)c2)[nH]1 (stereo unspecified)
  ., -1, 43, 1, -8, -4, 1
Cn1ncc([N+](=O)[O-])c1C(=O)Nc1ccccc1Cl
  3, 6, 8, 1, 5, 2, 0
CCN(CC)S(=O)(=O)c1cc(-c2nn(C)c(=O)c3ccccc23)ccc1C
  0, 4, 10, -1, -2, ., .
Cc1ccc(S(=O)(=O)N(C)C[C@H]2OCCCC[C@@H](C)Oc3ccc(NC(=O)C4CCCCC4)cc3C(=O)N([C@H](C)CO)C[C@H]2C)cc1
  -7, -3, 2[16.7 µM], -2, -273, ., .
CC12CCC(c3c(C(=O)O)nn(-c4ccccc4)c31)C2(C)C (stereo unspecified)
  -4, 5, -4, ., 3, 2, -3
COc1ccccc1Cc1c(-c2ccccc2)nc2ccc(Cl)cn12
  ., 12, -1, 0, -8, 20, -8
C[C@@H]1CCCCO[C@H](CN(C)Cc2ccc(C(F)(F)F)cc2)[C@@H](C)CN([C@H](C)CO)C(=O)c2cc(NC(=O)Cc3ccccc3)ccc2O1
  2, -3, 10[16.7 µM], -4, -6, ., .
OCC[C@@H]1C[C@H](O)[C@@H](O)[C@]2(OCc3ccccc32)O1
  -2, -2, -1, -1, -7, -6, .
Nc1nc(N2CCN(c3ccccc3)CC2)n[nH]1
  3, 2, -4, -10, 4, 3, 0
COc1ccc(/C=C(/NC(=O)c2ccc(C)cc2)C(=O)N2CCCC2)cc1OC
  -4, 3, 14, -1, 1, -4, 0
C=CC[C@@H](CC(=O)N[C@H](CO)Cc1ccccc1)C(=O)N[C@@H](COC(=O)[C@@H](CC=C)Cc1ccc(F)cc1)Cc1ccccc1
  -1, 7, -12, 1, 0, 2, -4
O=C1c2cccc3cccc(c23)C(=O)N1CCc1ccccc1
  6, ., 2, ., ., -1, -2
Cn1nc(C(C)(C)C)cc1C(=O)N1CCCCC1c1cc(C(=O)Nc2cccc(C#N)c2)no1 (stereo unspecified)
  ., 3, 1, -1, 6, 5, .
C[C@@H]1CN([C@H](C)CO)C(=O)Cc2cc(NS(C)(=O)=O)ccc2O[C@H]1CN(C)Cc1ccc(C(=O)O)cc1
  22, -2, 8[16.7 µM], -3, -23, -4, 0
CCCC(c1nnnn1C1CCCC1)N1CCN(c2ccccc2F)CC1 (stereo unspecified)
  -1, -1, 7, 2, 12, ., .
CCOc1cc(C)c(Cl)cc1S(=O)(=O)N(C)C
  13, -11, 9, 5, 15, ., .
CCOC(=O)Cc1c(C)nc2c(-c3ccc(Cl)cc3)c[nH]n2c1=O
  4, 5, -2, -2, -22, ., .

# (continued)
# Each structure is followed by: ARNT TACC3 PPI, esBAF inh, miR122 inh, Cneo AK release, C2C12 statin, ERp5 block, SIRT5 block
NS(=O)(=O)c1cccc(NS(=O)(=O)c2ccc(/C=C/C(=O)O)cc2)c1
  0, -10, -6, -5, 1, -3, 0
CCOc1ccc(C(=O)c2ccccc2C(=O)O)cc1OCC
  -2, -2, -1, -2, 3, 8, -2
Cn1c(=O)c2cc(NC(=O)Cc3ccccc3F)ccc2n1C/C=C/c1ccccc1
  ., 8, 2, 3, -3, -1, .
Clc1nnc(NN=C2CCCC2)c2ccccc12
  12, ., 3, 1, ., ., .
COCCN(C(=O)c1csnn1)C(C(=O)NC1CCCCC1)c1sccc1C (stereo unspecified)
  -4, 3, 3, 2, -2, ., .
O=C1CC(c2nc3ccccc3[nH]2)CN1c1cccc(C(F)(F)F)c1 (stereo unspecified)
  -1, 0, -5, 1, -19, 10, -1
O=C(COc1ccccc1)NCC(c1ccco1)N1CCN(c2ccccc2)CC1 (stereo unspecified)
  -25, 0, 5, -1, 4, -2, -2
CSc1ccc(CN(C)C(=O)CN2C(=O)NC3(CCCC3)C2=O)cc1
  -9, 1, ., 0, 0, 11, -2
C[C@@H]1CN([C@@H](C)CO)C(=O)Cc2cc(NS(=O)(=O)c3cn(C)cn3)ccc2O[C@H]1CN(C)C(=O)Nc1ccc2c(c1)OCO2
  -4, 3, 0[16.7 µM], -3, -18, -2, 4
Cc1ccc(NC2OC(CO)C(O)C2O)cc1[N+](=O)[O-] (stereo unspecified)
  -2, ., 4, -1, ., ., .
CCOC(=O)N1CCN(C(=O)C(=O)Nc2sc3c(c2C#N)CC(C)(C)OC3)CC1
  3, -1, -4, -1, -1, -2, 1
COc1ccc(NC(=O)CCn2ccnc2)c(OC)c1
  -2, 3, 0, 1, -2, -1, -1
COc1ccc(NC(=O)Nc2ccc3c(c2)C(=O)N([C@H](C)CO)C[C@H](C)[C@@H](CN(C)S(=O)(=O)c2ccccc2)O3)cc1
  -1&-7, -4&1, 2[16.7 µM], -3&-2, -3, 0&4, 2&3
C=CCN(CC=C)S(=O)(=O)c1ccc(NC(=S)NC(=O)Cc2ccc(OC)cc2)cc1
  ., -8, 18, -5, -25, ., .
CCN(C(=O)c1cc2c(=O)n3cccc(C)c3nc2n1CCCOC)C1CCCCC1
  -57, 9, 2, 6, -28, 2, -1
NS(=O)(=O)c1cccc(NC(=O)CCSc2ccccc2Cl)c1
  0, 15, 4, -1, -2, -2, .
COc1ccc(S(=O)(=O)N(C)C[C@@H]2Oc3c(NS(=O)(=O)c4ccc(Cl)cc4)cccc3C(=O)N([C@@H](C)CO)C[C@H]2C)cc1
  4, -2, -1[16.7 µM], 4, -24, ., .
Cc1cc2[nH]c(=O)cc(-c3ccccc3)n2n1
  35, 4, ., -3, 0, 6, -5
CCC(=O)N1CCN(c2ccccc2NC(=O)Cc2ccccc2)CC1
  6, -2, 10, 3, 11, ., .
COc1ccc(Cc2nnc(NC(=O)Cc3cccs3)s2)cc1OC
  -14, -33, -7, 0, 24, ., .

# Continuation.
# Each structure is followed by: ARNT TACC3 PPI, esBAF inh, miR122 inh, Cneo AK release, C2C12 statin, ERp5 block, SIRT5 block
CCOC(=O)C1CCN(C(=O)c2ccc(C)c(S(=O)(=O)N3CCCC3)c2)CC1
  1, -1, -2, 0, 9, 1, -2
O=S1(=O)CC(N2CCCC2)CN1Cc1ccccc1 (stereo unspecified)
  ., -2, 3, 3, 3, 0, 1
Nc1ccc(C(=O)Nc2ccc(Nc3ccncc3)cc2)cc1
  0, 4, ., 2, 1, 3, -1
O=C(CCc1ccccc1)Nc1ncn[nH]1
  11, 1, 0, -13, -20, ., .
O=C(CSc1ncnc2c1cnn2-c1ccc(F)cc1)NCC1CCCO1 (stereo unspecified)
  -8, ., ., 1, ., 0, -4
Cc1ccc(S(=O)(=O)N(C)C[C@H]2Oc3c(NC(=O)NC(C)C)cccc3C(=O)N([C@H](C)CO)C[C@H]2C)cc1
  10, -2, 10[16.7 µM], 50, 19, 2, -1
COc1cc(OC)cc(C(=O)NCC2CCCN(Cc3cccc(C(C)=O)c3)C2)c1 (stereo unspecified)
  -2, -2, -1, 2, -14, 2, 1
CN(C(=O)c1cc(-c2cccs2)nn1-c1ccccc1)C1CCS(=O)(=O)C1 (stereo unspecified)
  ., 5, 5, -1, 2, -8, 1
O=C(NCc1ccccc1CN1CCCC1)c1ccc(OCc2cscn2)cc1
  -2, 1, -8, 0, 10, -2, 5
COc1ccc(Cl)c2sc(N(CCN(C)C)C(=O)CCS(=O)(=O)c3ccc(C)cc3)nc12
  -4, -6, ., ., 12, 2, -2
Nc1nc(NCc2ccco2)nc(N2CCN(Cc3ccccc3)CC2)c1[N+](=O)[O-]
  0, ., -3, -1, ., 3, 3
CO[C@@H]1CN(C)C(=O)c2ccc(NC(=O)Nc3cccc(F)c3)cc2OC[C@H](C)N(C(=O)C2CC2)C[C@H]1C
  ., 6, 14[16.7 µM], ., -33, ., .
CCCCn1cnc2c(Sc3c([N+](=O)[O-])ncn3C)nc(N)nc21
  -1, -5, ., -10, -4, -9, .
COc1ccccc1C(=O)Nc1nnc(S(=O)(=O)N2CCC(C)CC2)s1
  -3, 13, -1, 0, 14, 1, 0
